Source: PubChem BioAssay (National Center for Advancing Translational Sciences (NCATS))
HEK293 tox – cytotoxicity in counter-screen for GLP-1R inverse agonists; HEK293 cAMP-luciferase reporter cells, luminescence, 24 h; Potency, µM (titrated, usually from 38.3 µM), for the others: at the highest dose activity change, negative = inhibition, most hits filed as inhibitors; actives 0.13% (n = 410,000);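 also: loss of luciferase light is scored as toxicity; potency is read from the fitted curve at half-maximal effect; % is scaled to controls: 0 for no effect and ±100 for the full control effect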
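Cells in DMEM/10% Nu serum/1% pen-strep, 1536-well format. Pre-incubated 12 h, dosed with 23 nL compound, incubated a further 24 h. Luciferase detection, 12 min at room temp, luminescence.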
KB-V1 cytotox – kills drug-selected multidrug resistant KB-V1 cells. Potency, µM (top dose mostly 46.1 µM), inactives show at the highest dose activity change, negative = cytotoxicity, usual class: cytotoxic. AID 1347076. actives 3.4% (n = 400,000). KB-V1 MDR cells viability, CellTiter-Glo, 72 h; also: potency is read from the fitted curve at half-maximal effect; % is scaled to controls: 0 for no effect and ±100 for the full control effect; nearly all actives have a fitted effect of over 60% in size
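qHTS viability screen in drug-selected KB-V1 MDR cells: 72 h compound treatment at 37 degrees C, ATP luminescence end point.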
TDP-43 yeast inh – rescues yeast growth from TDP-43 toxicity | actives 1.8% (n = 410,000) | TDP-43 expressing yeast growth rescue, BacTiter-Glo, 24 h | AID 652104 | Potency, µM (highest dose often 46.1 µM), for the others: at the top dose growth rescue (activation), actives largely listed as activators; also: potency is read from the fitted curve at half-maximal effect; % of control where 0% means no effect; nearly all actives have a fitted effect of over 50% in size
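Luminescence from BacTiter-Glo reports growth of TDP-43-expressing yeast after 24 hr at 30 deg C with compound. Cells were raffinose-pregrown to mid-log, then seeded in galactose medium at OD600=0.02.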
GLP-1R agonist – agonists of human GLP-1 receptor; P43220; HEK293 GLP-1R CRE-luciferase, luminescence, 4-6 h; cells express a hypersensitive GLP-1R form; Potency, µM (series often up to 45.6 µM), for the others: top-dose activation, hits mostly activators; actives 0.007% (n = 380,000); also: potency is read from the fitted curve at half-maximal effect; % of control where 0% means no effect
Target sequence (P43220 whole entry, looked up): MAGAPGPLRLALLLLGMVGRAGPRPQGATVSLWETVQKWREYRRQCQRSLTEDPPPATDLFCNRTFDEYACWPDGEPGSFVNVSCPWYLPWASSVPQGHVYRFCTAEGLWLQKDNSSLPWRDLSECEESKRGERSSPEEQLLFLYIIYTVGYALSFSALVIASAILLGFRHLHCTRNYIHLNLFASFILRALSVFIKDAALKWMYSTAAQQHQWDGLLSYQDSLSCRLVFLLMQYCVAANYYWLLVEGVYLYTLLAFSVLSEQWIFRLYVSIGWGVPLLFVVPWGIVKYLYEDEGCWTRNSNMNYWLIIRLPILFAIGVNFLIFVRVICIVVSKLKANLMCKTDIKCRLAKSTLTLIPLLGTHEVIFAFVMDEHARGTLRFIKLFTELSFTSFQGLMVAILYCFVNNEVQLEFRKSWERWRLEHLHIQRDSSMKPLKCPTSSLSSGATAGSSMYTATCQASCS
GLP-1R inv ag – acts as inverse agonist at human GLP-1 receptor. HEK293 GLP-1R CRE-luciferase, luminescence, 24 h; GLP-1R form is constitutively active. P43220. Potency, µM (highest dose often 38.3 µM), inactives show at the highest dose activity change, negative = inhibition, actives largely listed as inhibitors. actives 1.6% (n = 410,000); also: potency is read from the fitted curve at half-maximal effect; % is scaled to controls: 0 for no effect and ±100 for the full control effect; nearly all actives have a fitted effect of over 55% in size
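qHTS in 1536-well format: reporter HEK293 cells expressing constitutive GLP-1R activity in DMEM + 10% Nu serum, 24 hr with compounds at 37 deg C, luminescence read after 12 min with detection reagent.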
aSyn rescue – rescues yeast growth from alpha-synuclein toxicity | Potency, µM (doses to about 46.1 µM), without a hit: at the highest dose growth rescue (activation), usual class: activators | actives 0.14% (n = 370,000) | AID 652106 | Yeast expressing alpha-synuclein, growth rescue, BacTiter-Glo, 24 h; also: potency is read from the fitted curve at half-maximal effect; % of control where 0% means no effect; nearly all actives have a fitted effect of over 65% in size
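Screening used galactose-induced yeast with toxic alpha-synuclein levels, exposed to compound for 24 hr at 30 deg C. Cell growth, read with BacTiter-Glo luminescence, gave the measured signal.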
DRD3 antagonist – blocks the human D3 dopamine receptor | P35462 | D3R cells, DiscoveRx beta-arrestin luminescence, antagonist mode; stronger effect = lower value | max response, negative = inhibition, % | actives 2.5% (n = 360,000); in the data active = max response below about -50%; inconclusive = no clear call, values can overlap the other calls; also: % is scaled to controls: 0 for no effect and ±100 for the full control effect; mostly tested at two doses, the higher about 12 µM
Target sequence (P35462 whole entry, looked up): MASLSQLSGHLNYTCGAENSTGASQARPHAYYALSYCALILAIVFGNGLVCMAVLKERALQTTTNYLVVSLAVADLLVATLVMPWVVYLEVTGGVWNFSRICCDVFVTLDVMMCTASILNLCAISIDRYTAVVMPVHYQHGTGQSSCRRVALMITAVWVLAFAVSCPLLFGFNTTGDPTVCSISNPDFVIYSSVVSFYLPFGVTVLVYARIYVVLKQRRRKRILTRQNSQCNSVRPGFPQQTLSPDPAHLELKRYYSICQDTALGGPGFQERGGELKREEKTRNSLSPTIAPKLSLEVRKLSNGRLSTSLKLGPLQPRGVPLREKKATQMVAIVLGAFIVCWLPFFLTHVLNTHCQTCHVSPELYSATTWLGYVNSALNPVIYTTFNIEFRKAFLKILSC
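Cells plated overnight at 1500 cells/well, then exposed to library compounds with dopamine controls for 90 minutes at 37 degrees C. DiscoveRx reagent added for 30–60 minutes at room temperature; luminescence read, quantitative HTS format.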
PTHR1 agonist – activates the human parathyroid hormone receptor PTHR1; HEK293 GP2 PTHR1 cells, GloSensor cAMP luminescence, 1 h; Potency, µM (series often up to 115 µM), inactives show at the highest dose activation, usual class: activators; Q03431; actives 0.075% (n = 410,000); AID 743266; also: potency is read from the fitted curve at half-maximal effect; nearly all actives have a fitted effect of over 55% in size; some results filed as inactive show a strong effect at the top dose; inactives centre near -15; many of its hits are not listed in these tables
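HEK-293-derived GP2 cells expressing PTHR1 and a GloSensor cAMP reporter, 3,000/well, plated overnight, given luciferin plus IBMX (each 0.5 mM as added) for 1 h at 37 °C, then compound for 1 h at 37 °C. Luminescence was read after 15 min at room temperature.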
DRD3 agonist – activates the human D3 dopamine receptor; P35462; D3R DiscoveRx beta-arrestin cells, luminescence, 90 min; max activation, %; actives 0.58% (n = 410,000); in the data active = max activation above about 30%; also: 0% is about no effect; mostly tested at two doses, the higher about 12 µM
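Agonist-mode cell screen: cells plated at 1500/well and incubated overnight at 37 °C, then exposed to library compounds for 90 min at 37 °C. Detection reagent was added for 30–60 min at room temperature, and luminescence was read.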
An asterisk follows results filed as active; [ ] = dose if it differs, or a comment. Unless noted, calls follow the shape of the dose curve; as a rule, active = well fitted curve in the direction sought with a large enough effect; inconclusive = small, poorly fitted or top-dose-only effect, or another doubt; inactive = no such curve, though single readings can be large; an effect the other way counts as inactive or inconclusive. An excerpt; count on the stated rates, not on these rows.

Results for COc1cc(C2NC(=O)NC(c3ccccc3)=C2C(C)=O)c(Br)c(Br)c1O (stereo not drawn) ?
HEK293 tox: -2%; KB-V1 cytotox: 8%; TDP-43 yeast inh: 19%; GLP-1R agonist: -1%; GLP-1R inv ag: -18%; aSyn rescue: -3%; DRD3 antagonist: -8; PTHR1 agonist: inactive; DRD3 agonist: 0

What do the screens show for `COc1ccc(C(=O)NCc2ccc(C)cc2)cc1S(=O)(=O)N1CCCC1`?
HEK293 tox: -27%; KB-V1 cytotox: 3%; TDP-43 yeast inh: 4%; GLP-1R agonist: 5%; GLP-1R inv ag: -11%; aSyn rescue: 1%; DRD3 antagonist: 8; PTHR1 agonist: -36%[inhibitor]; DRD3 agonist: -3

What do the screens show for `COCCNC(=O)c1ccc(Cn2c(SCC(N)=O)nc3ccccc3c2=O)cc1`?
HEK293 tox: 8%; KB-V1 cytotox: inconclusive; TDP-43 yeast inh: -16%; GLP-1R agonist: -1%; GLP-1R inv ag: 10%; aSyn rescue: -3%; PTHR1 agonist: 19%; DRD3 agonist: 1

What do the screens show for `COc1ccccc1CNC(=O)C1CCCN(S(=O)(=O)c2cnc[nH]2)C1` (stereo not drawn)?
HEK293 tox: -3%; KB-V1 cytotox: 13%; TDP-43 yeast inh: 23%; GLP-1R agonist: -1%; GLP-1R inv ag: -12%; aSyn rescue: -10%; DRD3 antagonist: 3; PTHR1 agonist: -18%; DRD3 agonist: 1

How did CCCN(CCC)C(=O)C1CCN(c2ccc(S(=O)(=O)N3CCOCC3)cc2[N+](=O)[O-])CC1 do in these assays?
HEK293 tox: 3%; KB-V1 cytotox: inconclusive; TDP-43 yeast inh: 6%; GLP-1R agonist: -2%; GLP-1R inv ag: -2%; aSyn rescue: 1%; DRD3 antagonist: -1; PTHR1 agonist: -23%; DRD3 agonist: 4

Results for O=C(Cc1ccccc1)NNC(=S)NC(=O)c1cccs1 ?
HEK293 tox: 0%; KB-V1 cytotox: -7%; TDP-43 yeast inh: inconclusive; GLP-1R agonist: -2%; GLP-1R inv ag: -11%; aSyn rescue: inconclusive; DRD3 antagonist: -2; PTHR1 agonist: -9%; DRD3 agonist: 15

How did COc1cc(Cl)c(C)cc1NC(=O)COC(=O)c1ccc(CN2CCCC2=O)cc1 do in these assays?
HEK293 tox: -21%; KB-V1 cytotox: 0%; TDP-43 yeast inh: 3%; GLP-1R agonist: 16%; GLP-1R inv ag: 12%; aSyn rescue: -1%[1.84 µM]; DRD3 antagonist: -13; PTHR1 agonist: -29%; DRD3 agonist: -5

Results for COc1ccccc1-c1cc(NC=O)c2ncc(-c3ccc(S(C)(=O)=O)cc3)n2c1 ?
HEK293 tox: -14%; KB-V1 cytotox: 16µM*; TDP-43 yeast inh: 12%; GLP-1R agonist: inconclusive; GLP-1R inv ag: -7%; aSyn rescue: 0%; DRD3 antagonist: 12; PTHR1 agonist: -9%; DRD3 agonist: 4

What do the screens show for `COc1ccc(NC(=O)NNC(=O)C(C)Oc2ccc(C(C)C)cc2)c(OC)c1` (stereo not drawn)?
HEK293 tox: -7%; KB-V1 cytotox: -10%; TDP-43 yeast inh: 13%; GLP-1R agonist: 1%; GLP-1R inv ag: inconclusive; aSyn rescue: 5%; DRD3 antagonist: 16; PTHR1 agonist: inactive; DRD3 agonist: 4

What do the screens show for `CC(C)N(Cc1ccccc1)C(=O)C1CCN(c2ncnc3c2nc2n3CCCCC2)CC1`?
HEK293 tox: -25%; KB-V1 cytotox: 14%; TDP-43 yeast inh: 9%; GLP-1R agonist: 2%; GLP-1R inv ag: inconclusive; aSyn rescue: -1%; DRD3 antagonist: 7; PTHR1 agonist: -19%; DRD3 agonist: -3

Results for Cc1c(C(=O)NC(=S)Nc2ccccc2N2CCCC2)cccc1[N+](=O)[O-] ?
HEK293 tox: -14%; KB-V1 cytotox: 13µM*; TDP-43 yeast inh: inconclusive; GLP-1R agonist: 22%; GLP-1R inv ag: inconclusive; aSyn rescue: 15%; DRD3 antagonist: 5; PTHR1 agonist: inactive; DRD3 agonist: -5

What do the screens show for `COc1ccc(OCC(=O)OCc2cc(=O)n3nc(C4CCCCC4)sc3n2)cc1`?
HEK293 tox: 2%; KB-V1 cytotox: 0%; TDP-43 yeast inh: 2%; GLP-1R inv ag: 3%; PTHR1 agonist: inactive; DRD3 agonist: 5

How did C#CCOCCOCCOCCNc1nc(N2CCN(C(=O)C([C@@H](C)CC)n3cc(C(N)COC(=O)C(F)(F)F)nn3)CC2)nc(N2CCN(C(=O)[C@H](CCC(=O)O)n3cc(C(N)CC(C)C)nn3)CC2)n1 (stereo partly drawn) do in these assays?
HEK293 tox: 0%; KB-V1 cytotox: 24%; TDP-43 yeast inh: 9%; GLP-1R agonist: -1%; GLP-1R inv ag: 16%; aSyn rescue: 1%; DRD3 antagonist: 2; PTHR1 agonist: -12%; DRD3 agonist: 0

Results for O=C(N/N=C/c1ccccc1[N+](=O)[O-])C(=O)N1CCCC1 ?
HEK293 tox: 21%; KB-V1 cytotox: 1%; TDP-43 yeast inh: 2%; GLP-1R agonist: 6%; GLP-1R inv ag: 9%; aSyn rescue: -1%; DRD3 antagonist: -1; PTHR1 agonist: inactive; DRD3 agonist: -4

How did CC(C)(C)OC(=O)C[C@@H]1C/C=C\C[C@H](CC(=O)N[C@@H](CO)Cc2ccccc2)C(=O)N[C@H](C(C)(C)C)COC1=O do in these assays?
HEK293 tox: 8%; KB-V1 cytotox: 8%; TDP-43 yeast inh: 18%; GLP-1R agonist: -3%; GLP-1R inv ag: 1%; aSyn rescue: -1%; DRD3 antagonist: inconclusive; PTHR1 agonist: inactive; DRD3 agonist: 6

Results for O=C(NCc1ccccn1)C(F)(F)C(F)(F)C(=O)NCc1ccccn1 ?
HEK293 tox: 3%; KB-V1 cytotox: 13%; TDP-43 yeast inh: 10%; GLP-1R agonist: -1%; GLP-1R inv ag: 2%; aSyn rescue: -9%; DRD3 antagonist: 22; PTHR1 agonist: -24%; DRD3 agonist: 2

Results for CC(C)C(NC(=O)c1ccccc1F)C(=O)Nc1nccs1 (stereo not drawn) ?
HEK293 tox: -5%; KB-V1 cytotox: -2%; TDP-43 yeast inh: 8%; GLP-1R agonist: 1%; GLP-1R inv ag: 8%; aSyn rescue: 1%; DRD3 antagonist: 28; PTHR1 agonist: inactive; DRD3 agonist: 3

Results for Cc1ccc2oc(C(=O)Nc3ccc(S(=O)(=O)Nc4ncccn4)cc3)cc(=O)c2c1 ?
HEK293 tox: -4%; KB-V1 cytotox: 8%; TDP-43 yeast inh: 10%; GLP-1R inv ag: 9%; PTHR1 agonist: -17%; DRD3 agonist: 4

Results for COc1ccc(OC)c(S(=O)(=O)NC(=O)C2(C)CCN2C(=O)CC2CCCC2)c1 (stereo not drawn) ?
HEK293 tox: 10%; KB-V1 cytotox: -7%; TDP-43 yeast inh: -16%; GLP-1R agonist: -6%; GLP-1R inv ag: 1%; aSyn rescue: 10%; DRD3 antagonist: 6; PTHR1 agonist: 15%; DRD3 agonist: 9

What do the screens show for `O=C(COc1ccccc1F)NCCc1ccc2c(c1)OCCO2`?
HEK293 tox: 6%; KB-V1 cytotox: 12%; TDP-43 yeast inh: 12%; GLP-1R agonist: 22%; GLP-1R inv ag: inconclusive; aSyn rescue: 17%; DRD3 antagonist: 10; PTHR1 agonist: -18%; DRD3 agonist: 10

What do the screens show for `NC(=O)c1nsc(C(=O)N(c2ccccc2F)C(C(=O)NCc2ccccc2)c2ccc(O)cc2)c1N` (stereo not drawn)?
HEK293 tox: -16%; KB-V1 cytotox: 2%; TDP-43 yeast inh: 4%; GLP-1R agonist: 9%; GLP-1R inv ag: inconclusive; aSyn rescue: -3%; DRD3 antagonist: 33; PTHR1 agonist: inactive; DRD3 agonist: 4

A section from further up, for reference:
Results for COc1cc(C2NC(=O)NC(c3ccccc3)=C2C(C)=O)c(Br)c(Br)c1O (stereo not drawn) ?
HEK293 tox: -2%; KB-V1 cytotox: 8%; TDP-43 yeast inh: 19%; GLP-1R agonist: -1%; GLP-1R inv ag: -18%; aSyn rescue: -3%; DRD3 antagonist: -8; PTHR1 agonist: inactive; DRD3 agonist: 0

What do the screens show for `COc1ccc(C(=O)NCc2ccc(C)cc2)cc1S(=O)(=O)N1CCCC1`?
HEK293 tox: -27%; KB-V1 cytotox: 3%; TDP-43 yeast inh: 4%; GLP-1R agonist: 5%; GLP-1R inv ag: -11%; aSyn rescue: 1%; DRD3 antagonist: 8; PTHR1 agonist: -36%[inhibitor]; DRD3 agonist: -3

What do the screens show for `COCCNC(=O)c1ccc(Cn2c(SCC(N)=O)nc3ccccc3c2=O)cc1`?
HEK293 tox: 8%; KB-V1 cytotox: inconclusive; TDP-43 yeast inh: -16%; GLP-1R agonist: -1%; GLP-1R inv ag: 10%; aSyn rescue: -3%; PTHR1 agonist: 19%; DRD3 agonist: 1

What do the screens show for `COc1ccccc1CNC(=O)C1CCCN(S(=O)(=O)c2cnc[nH]2)C1` (stereo not drawn)?
HEK293 tox: -3%; KB-V1 cytotox: 13%; TDP-43 yeast inh: 23%; GLP-1R agonist: -1%; GLP-1R inv ag: -12%; aSyn rescue: -10%; DRD3 antagonist: 3; PTHR1 agonist: -18%; DRD3 agonist: 1
